T cell modulator – modulators of CD8 T cell-vesicle binding, primary screen, mouse 2C CD8+ T cells, flow cytometry; 2C CD8+ T cell-vesicle binding; stronger effect = lower value; calls only at 7 µM; hit rate 0.068% among 330,000;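 active = response, share of CD8 T cells binding vesicles, and their 90th percentile fluorescence all below set limits, cut at about 80% in these data, passing the limit was not always enough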
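Assay system – 2C mouse CD8+ T cells · Also added – QL9-loaded Drosophila micro-vesicles · Timing – Cell–vesicle co-incubation 1.5 h at 37 °C, staining 20 min on ice · Signal – flow cytometry of vesicle-bound cells · Measure – percent CD8+ FL2 mean versus row control · Controls – Peptide-free naked vesicles (low) and QL9 vesicles with 0.7% DMSO vehicle (high)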
T cell modulator vesicle-bound % – recorded beside T cell modulator, whose call it bears; double positive events, %; measured here: CD8+ vesicle-bound cell fraction;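 binding gate set so that unloaded-vesicle control wells show 10% double positive cells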
Starred values were filed as active, the others as inactive; i = inactive. A portion of the library. The share of hits here may be higher or lower than overall.

SMILES	T cell modulator	T cell modulator vesicle-bound %
CN(C)S(=O)(=O)c1ccc(N2CCCC2)c(C(=O)Nc2ccccc2)c1	i	31
CNC(=O)COc1ccc(S(=O)(=O)N2CCCC2)cc1	i	58
Cn1cnnc1SCC(=O)Nc1ncc([N+](=O)[O-])s1	i	46
O=C(NCC(c1ccco1)N1CCCC1)c1ccc(-n2cccn2)cc1 (stereo unspecified)	i	16
CCOC(=O)Cc1csc(N/N=C/c2cccc([N+](=O)[O-])c2)n1	i	24
O=C(O)C1CCCN(S(=O)(=O)Cc2ccccc2)C1 (stereo unspecified)	i	30
O=C(CCCCCCC(=O)NCc1ccccc1)NCc1ccccc1	i	62
C[C@H](CO)N1C[C@H](C)[C@@H](CN(C)Cc2ccc(C(=O)O)cc2)Oc2c(NC(=O)C3CC3)cccc2C1=O	i	12
CC(O)(CS(=O)(=O)c1ccc(Br)cc1)c1ccccc1 (stereo unspecified)	i	38
CCCCn1c(N)c(N(CCOC)C(=O)c2ccc(-n3c(C)ccc3C)cc2)c(=O)[nH]c1=O	i	49
CCN(CC)CCNC(=O)Cn1nc(Cc2ccncc2)c2ccccc2c1=O	i	43
CSc1ccc(C(=O)N2CCC(n3nccc3NC(=O)C3CC3)CC2)cc1	i	71
Cc1csc(=O)n1CC(=O)OCC(=O)NCc1ccc(Cl)cc1Cl	i	46
Cn1cccc1Cc1nnc(SCC(=O)Nc2nccs2)n1C	i	7
COc1ccc(C(=O)Nc2ccc3nc(N4CCN(C)CC4)cc(C)c3c2)c(OC)c1	i	43
COc1ccc(C)c2sc(N(CCCN(C)C)C(=O)c3ccc(S(=O)(=O)N4CCc5ccccc5C4)cc3)nc12	i	37
O=C(CCC(=O)N(CC(=O)NC1CCCCC1)c1ccc(F)cc1)Nc1nccs1	i	29
O=C(CSc1nnnn1C1CC1)N1CCN(c2cccc(Cl)c2)CC1	i	47
NS(=O)(=O)c1ccc(NC(=O)c2ccc3c(c2)CCN3S(=O)(=O)c2ccccc2)cc1	i	26
CN1CCN(C(=O)/C=C/c2cccc(Cl)c2)CC1	i	69
O=C(CCl)NNc1nc(-c2ccccc2)c2cc(Cl)ccc2n1	i	55
Fc1ccccc1-c1nnc2ccc3ccccc3n12	i	48
C#CCN(CC=C)C(=O)c1cccc(OC2CCN(S(C)(=O)=O)CC2)c1	i	64
CCN(CC)CCn1c2c(c(SCC(=O)Nc3ccc4c(c3)OCCO4)nc1=O)CCC2	i	14
C=CCC[C@@H](Cc1ccc(F)cc1)C(=O)OC[C@@H](NC(=O)[C@H](CC=C)CC(=O)N(CCO)Cc1ccccc1)c1ccccc1	i	9
CC1Cc2ccccc2N1C(=O)CN1C(=O)NC(C)(CCc2ccccc2)C1=O (stereo unspecified)	i	14
O=C(NC[C@@H]1CCCO1)c1cccc2c1C(=O)c1ccc(Cl)cc1S2(=O)=O	i	24
CC(Oc1cccc(Cl)c1)C(=O)N1CCN(c2ncccn2)CC1 (stereo unspecified)	i	46
O=C(CCCCCNC(=O)N1CCn2c1nc1ccccc12)NCc1ccccc1	i	28
COc1ccc([N+](=O)[O-])cc1NC1CCN(C(=O)c2cccs2)CC1	i	62
CC1CCCCC1Nc1nc2ccc(Cl)cc2n2cnnc12 (stereo unspecified)	i	56
COc1ccc(S(=O)(=O)N2CCN(C(=O)c3cc4c(s3)CCCC4)CC2)cc1	i	32
O=C(NC1CCN(Cc2ccccc2)CC1)c1ccccc1	i	27
O=[N+]([O-])c1ccc(CN2CCN(c3ccc([N+](=O)[O-])cc3)CC2)cc1	i	58
Brc1ccccc1OCCCN1CCCC1	i	12
CC1CCCC(C)N1C(=O)COC(=O)CCC(=O)c1cccs1 (stereo unspecified)	i	45
O=C(NC1CCCCC1)C1CC(=O)N(Cc2ccccc2)C1 (stereo unspecified)	i	42
CCOc1ccc(NC(=O)c2ccccc2NC(=O)CNC2CCCC(C)C2C)cc1 (stereo unspecified)	i	38
Cc1c(C)c2ccc(OCC(=O)Nc3ccc(S(N)(=O)=O)cc3)c(C)c2oc1=O	i	13
COc1cc2c(=O)n(CCC(=O)NCC3CCCO3)c(=O)n(CC(=O)Nc3ccccc3C)c2cc1OC (stereo unspecified)	i	18
O=C(C1CCN(Cc2ccccc2O)CC1)N1CCN(Cc2ccc3c(c2)OCO3)CC1	i	47
CN(CCCC(=O)NCc1ccc2c(c1)OCO2)S(=O)(=O)c1ccc([N+](=O)[O-])cc1	i	40
CC1CCCN(C(=O)C2CCN(S(=O)(=O)c3cccc4nsnc34)CC2)C1 (stereo unspecified)	i	64
Cc1ccc(S(=O)(=O)/N=C2/NC(=O)/C(=C/c3cc([N+](=O)[O-])ccc3O)S2)cc1	i	50
CCCCn1c(N)c(N(CC(C)C)C(=O)C2CSC3(C)CCC(=O)N23)c(=O)[nH]c1=O (stereo unspecified)	i	31
COc1ccc(F)cc1S(=O)(=O)NCC1CCCO1 (stereo unspecified)	i	55
CCc1ccc(OCC(O)Cn2c(N3CCCCC3)nc3c2c(=O)[nH]c(=O)n3C)cc1 (stereo unspecified)	i	54
CC1CCN(c2nc3ccc(C(=O)NCCCN4CCCCC4C)cc3s2)CC1 (stereo unspecified)	i	31
C/C(=N\NC(=O)c1cccc(C)c1O)c1ccc(NC(=O)Cc2ccccc2)cc1	i	54
COc1cccc(-c2nc(CS(=O)(=O)CC(=O)NCCCN3CCOCC3)c(C)o2)c1	i	5

Some of these compounds in order of molar mass, falling.
SMILES	T cell modulator	T cell modulator vesicle-bound %
O=C(C1CCN(Cc2ccccc2O)CC1)N1CCN(Cc2ccc3c(c2)OCO3)CC1	i	47
Cc1ccc(S(=O)(=O)/N=C2/NC(=O)/C(=C/c3cc([N+](=O)[O-])ccc3O)S2)cc1	i	50
CC1CCN(c2nc3ccc(C(=O)NCCCN4CCCCC4C)cc3s2)CC1 (stereo unspecified)	i	31
COc1ccc(F)cc1S(=O)(=O)NCC1CCCO1 (stereo unspecified)	i	55

(cont.)
SMILES	T cell modulator	T cell modulator vesicle-bound %
Cc1cc(Cl)c2oc(C(=O)N3CCC(O)(c4ccccc4)CC3)c(C)c2c1	i	60
CCNC(=O)/C(C#N)=C/c1c(N2CCN(c3ccccc3)CC2)nc2ccccn2c1=O	i	10
Cc1ccc(S(=O)(=O)CCC(=O)N(CCN2CCOCC2)c2nc3ccccc3s2)cc1	i	38
CC(C)c1ccc(OCc2nnc(SCC(=O)N3CCCCC3)o2)cc1	i	12
CC(CC(=O)Nc1ccc(S(=O)(=O)Nc2ncccn2)cc1)c1ccccc1 (stereo unspecified)	i	17
Cc1cc(C)c(S(=O)(=O)N2CCN(C(=O)c3cc4ccccc4oc3=O)CC2)c(C)c1	i	31
Cc1ccc(NC(=O)CN2C(=O)COc3ccc(S(=O)(=O)N4CCOCC4)cc32)cc1F	i	30
CCc1sc(C(=O)NCc2ccco2)cc1Br	i	10
CN(CC(=O)Nc1ccc(F)cc1)C(=O)COC(=O)/C=C/c1ccc(OC(F)F)cc1	i	20
CCOC(=O)c1ccccc1NC(=O)COC(=O)C(CCSC)NC(=O)COc1ccccc1 (stereo unspecified)	i	25
CCCCn1c(N)c(N(Cc2ccccc2OC)C(=O)c2ccc(N3CCCC3=O)cc2)c(=O)[nH]c1=O	i	63
CCC(C)[C@H](NC(=O)C1CCN(C(=O)[C@H](Cc2ccccc2)NS(=O)(=O)c2ccc(C)cc2)CC1)C(=O)O (stereo partly specified)	i	27
O=C(O)c1cccc(S(=O)(=O)Nc2ccc(N3CCCCC3)cc2)c1	i	53
C=C1C[C@H]2[C@@H]3CCc4cc(OC)ccc4[C@H]3CC[C@]12C	i	27
O=C(c1ccc(F)cc1)N1CCC(C(=O)N2CCN(c3ncccn3)CC2)CC1	i	20
O=C(Nc1cccc2c1CCCC2)c1ccccc1Cl	i	28
NC(N)=NS(=O)(=O)c1ccc(NC(=S)NC(=O)/C=C/c2ccc(F)cc2)cc1	i	60
Cc1ccc2c(NC(=O)c3ccc(Br)o3)cccc2n1	i	9
CCN(C[C@H]1N[C@@](C)(C(=O)OC)[C@H]2C(=O)N(Cc3ccccc3)C(=O)[C@@H]12)C(=O)Nc1ccccc1	i	9
O=C(C1CCCN(Cc2ccccc2F)C1)N1CCCCC1 (stereo unspecified)	i	42

Entries of single compounds from above. Values in the order: T cell modulator | T cell modulator vesicle-bound %
Cc1ccc2c(NC(=O)c3ccc(Br)o3)cccc2n1 is listed as i | 9
CCC(C)[C@H](NC(=O)C1CCN(C(=O)[C@H](Cc2ccccc2)NS(=O)(=O)c2ccc(C)cc2)CC1)C(=O)O (stereo partly specified) is listed as i | 27
C=C1C[C@H]2[C@@H]3CCc4cc(OC)ccc4[C@H]3CC[C@]12C is listed as i | 27

Continuation:
SMILES	T cell modulator	T cell modulator vesicle-bound %
CCOc1ccccc1NC(=O)C1CCN(S(C)(=O)=O)CC1	i	34
COC(=O)C1CN(S(=O)(=O)c2cc(OC)ccc2OC)CCS1 (stereo unspecified)	i	30
O=C(C[n+]1ccccc1)N/N=C/c1ccc(Cl)c(Cl)c1	i	48
COc1cccc(N2CCC(N3CCN(C)C(CCO)C3)CC2)c1 (stereo unspecified)	i	51
COC(=O)c1ccc(NC(=O)CN2C(=O)CC(C)S(=O)(=O)c3ccccc32)cc1 (stereo unspecified)	i	14
COc1cccc(CN2CCNC(=O)C2CC(=O)N(C)Cc2nc(C)cs2)c1OC (stereo unspecified)	i	11
CCCCn1c(SCC(=O)NC2CCS(=O)(=O)C2)nnc1-c1ccc(OC)cc1 (stereo unspecified)	i	14
Cc1cc(C)n2nc(SCC(=O)N3CCCC(C)C3)nc2n1 (stereo unspecified)	i	42
O=C(CNCc1ccccc1)Nc1cccc(Cl)c1Cl	i	62
CCOc1cc(C(=O)N(C)CC(=O)Nc2cccc(F)c2)ccc1OCC(=O)N1CCOCC1	i	56
CCCCCCCNC(=O)C1(CC2CC(c3ccc(Cl)cc3)=NO2)CCNCC1 (stereo unspecified)	i	22
COc1ccc(NS(=O)(=O)c2cccs2)cc1S(=O)(=O)N1CCCCC1	i	15
Cc1cc(C)c2nc(N3CCN(C(=O)c4ccco4)CC3)sc2c1	i	8
CC1=C(C(=O)NC2CCCc3c2cnn3-c2ccc(F)cc2F)OCCO1 (stereo unspecified)	i	16
CS(=O)(=O)c1ccc(Cl)c(NC(=O)COC(=O)COc2ccc3c(c2)CCC3)c1	i	28
O=C(O)CCNC(=O)COc1ccc2c3c(c(=O)oc2c1)CCCC3	i	55
NC(=O)c1ccc(NC(=O)COC(=O)CCC2CCCCC2)cc1	i	55
COc1ccc(/C=C2\CCC(C3CCCC3)C2=O)cc1 (stereo unspecified)	i	58
CCOc1ccc(CCNC(=O)CS(=O)Cc2nc(-c3ccccc3C)oc2C)cc1OCC (stereo unspecified)	i	25
COc1ccccc1-c1cc(C(F)(F)F)n2ncc(C(=O)N3CCc4ccccc4C3)c2n1	i	62
O=C(CNC(=O)C12CC3CC(CC(C3)C1)C2)NCc1ccccc1	i	36
O=C1/C(=C\c2cc(Br)cc(Br)c2O)SC(=S)N1Cc1ccccc1	i	27
CN(CC(=O)Nc1cccc(Cl)c1)S(=O)(=O)c1ccc2c(c1)n(C)c(=O)c(=O)n2C	i	2
O=C(NCCC(=O)N1CCN(S(=O)(=O)c2ccc(F)cc2)CC1)Nc1ccccc1	i	22
CC(C)(C)NC(=O)C(c1ccccc1)N(C(=O)CNC(=O)c1cccs1)c1cccnc1 (stereo unspecified)	i	44
COCCCNC(=O)c1ccc2c(c1)ncn2-c1ccc(C)cc1C	i	15
Cc1ccc(CNc2nc(-c3cccnc3)nc3ccccc23)cc1	i	28
COc1ccc(CC(=O)Nc2cc(Cl)ccc2N2CCCC2)cc1	i	18
CC(=O)Nc1cccc(NC(=O)Nc2cccc3ccccc23)c1	i	71
COc1cc(/C=N/NC(=O)c2ccncc2)ccc1OCC(=O)Nc1cccc([N+](=O)[O-])c1	i	12
COc1ccc(C(=O)Nc2c(O)ccc3ccccc23)cc1	i	16
CC(C)c1ccc(OCC(=O)N2CCc3ccccc3C2)cc1	i	56
COc1cc(/C=C/C(=O)O)cc(S(=O)(=O)N2CCN(S(=O)(=O)c3ccc(Cl)cc3)CC2)c1OC	i	13
C#CCOCCOCCOCCNc1nc(N2CCN(C(=O)CCCCCCCCCCNC(=O)[C@H]([C@@H](C)CC)n3cc(CCCCN=C(N)N)nn3)CC2)nc(N2CCN(C(=O)CCCCCCCCCCNC(=O)[C@@H]([C@H](C)O)n3cc(C)nn3)CC2)n1	i	17
N#Cc1ccccc1S(=O)(=O)N1CCN(CC(O)COc2ccccc2F)CC1 (stereo unspecified)	i	28

Reprinted from the listing for reference:
SMILES	T cell modulator	T cell modulator vesicle-bound %
C#CCOCCOCCOCCNc1nc(N2CCN(C(=O)CCCCCCCCCCNC(=O)[C@H]([C@@H](C)CC)n3cc(CCCCN=C(N)N)nn3)CC2)nc(N2CCN(C(=O)CCCCCCCCCCNC(=O)[C@@H]([C@H](C)O)n3cc(C)nn3)CC2)n1	i	17
N#Cc1ccccc1S(=O)(=O)N1CCN(CC(O)COc2ccccc2F)CC1 (stereo unspecified)	i	28

Reformatted with values ahead of the structure: part of the list above
T cell modulator	T cell modulator vesicle-bound %	Molecule
i	13	COc1cc(/C=C/C(=O)O)cc(S(=O)(=O)N2CCN(S(=O)(=O)c3ccc(Cl)cc3)CC2)c1OC
i	17	C#CCOCCOCCOCCNc1nc(N2CCN(C(=O)CCCCCCCCCCNC(=O)[C@H]([C@@H](C)CC)n3cc(CCCCN=C(N)N)nn3)CC2)nc(N2CCN(C(=O)CCCCCCCCCCNC(=O)[C@@H]([C@H](C)O)n3cc(C)nn3)CC2)n1

Source: PubChem
